Screening results as filed in PubChem.
Avidin bead fluor – avidin bead compound fluorescence profile | Avidin beads, compound fluorescence 488/530 nm, flow cytometry; hits give high values | fluorescence (KMESF) at 10 µM | 220,000 compounds, 0.38% hits | AID 1775; in the data active means fluorescence above about 47; further: inactives centre near 10
Mcl1-Bid inh – disrupts binding of human Mcl-1 to Bid peptide; AID 1021; 220,000 compounds, 0.97% hits; inhibition, % at 21.7 µM; TR-FRET Mcl-1/Bid-Dy647 peptide binding, 1536-well; Q07820;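 active means compounds that cut the binding signal by more than half at the single screening dose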;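 further: His-tagged Mcl-1 with europium anti-His antibody binding Bid BH3 peptide; 0% = Mcl-1 plus peptide wells and 100% = peptide-only wells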
RGS7-Gao – human RGS7-Galphao interaction regulation. binding response (% of control), % at 10 µM. Multiplexed bead flow cytometry, RGS7-Galphao binding; actives lie on both sides. 220,000 compounds, 0.35% hits; in the data active means binding response below about 49% or above about 150%; inconclusive means no clear call, values can overlap the other calls; inactive means in between;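 further: fluorescent Galphao held in activated GDP-AlF4 state binding bead-coupled RGS7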
ABCG2 block – human ABCG2 inhibition, ABCB1 as counter-screen; inhibition, % at 6.6 µM; 190,000 compounds, 0.1% hits; IgMXP3 cells, JC-1 efflux, flow cytometry; Q9UNQ0;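 active means inhibition above 80%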;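 further: 0% = DMSO and 100% = nicardipine control wells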
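Read-out basis: Efflux inhibition in percent versus controls | Test system: ABCG2 IgMXP3 and barcoded ABCB1 CCRF-Adr cell mix | Quantity: 3 million cells/mL in well | Schedule: 10 min at 25 °C | Control set: Nicardipine as high control, DMSO as low control | Reagent: JC-1 as fluorescent efflux pump substrate | Signal: Flow cytometry of retained JC-1 fluorescence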
RGS4-Gao reg – modulates binding of RGS4 to human Galphao; P09471; Multiplexed bead flow cytometry; actives lie on both sides; binding response (% of control), % at 10 µM; 220,000 compounds, 0.33% hits; in the data active means binding response below about 49% or above about 150%; inactive means in between;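 further: fluorescent Galphao activated with aluminum fluoride binding bead-coupled RGS4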
ABCB1 inh – inhibitors of human ABCB1 transporter, ABCG2 counter-screen. P08183. CCRF-Adr cells, JC-1 efflux, flow cytometry. inhibition, % at 6.6 µM. 190,000 compounds, 0.067% hits. AID 1326; in the data active means inhibition above about 40%;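 further: 0% = vehicle and 100% = reference inhibitor; higher value means more JC-1 retained so stronger ABCB1 efflux block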
Target sequence (P08183 whole entry, looked up): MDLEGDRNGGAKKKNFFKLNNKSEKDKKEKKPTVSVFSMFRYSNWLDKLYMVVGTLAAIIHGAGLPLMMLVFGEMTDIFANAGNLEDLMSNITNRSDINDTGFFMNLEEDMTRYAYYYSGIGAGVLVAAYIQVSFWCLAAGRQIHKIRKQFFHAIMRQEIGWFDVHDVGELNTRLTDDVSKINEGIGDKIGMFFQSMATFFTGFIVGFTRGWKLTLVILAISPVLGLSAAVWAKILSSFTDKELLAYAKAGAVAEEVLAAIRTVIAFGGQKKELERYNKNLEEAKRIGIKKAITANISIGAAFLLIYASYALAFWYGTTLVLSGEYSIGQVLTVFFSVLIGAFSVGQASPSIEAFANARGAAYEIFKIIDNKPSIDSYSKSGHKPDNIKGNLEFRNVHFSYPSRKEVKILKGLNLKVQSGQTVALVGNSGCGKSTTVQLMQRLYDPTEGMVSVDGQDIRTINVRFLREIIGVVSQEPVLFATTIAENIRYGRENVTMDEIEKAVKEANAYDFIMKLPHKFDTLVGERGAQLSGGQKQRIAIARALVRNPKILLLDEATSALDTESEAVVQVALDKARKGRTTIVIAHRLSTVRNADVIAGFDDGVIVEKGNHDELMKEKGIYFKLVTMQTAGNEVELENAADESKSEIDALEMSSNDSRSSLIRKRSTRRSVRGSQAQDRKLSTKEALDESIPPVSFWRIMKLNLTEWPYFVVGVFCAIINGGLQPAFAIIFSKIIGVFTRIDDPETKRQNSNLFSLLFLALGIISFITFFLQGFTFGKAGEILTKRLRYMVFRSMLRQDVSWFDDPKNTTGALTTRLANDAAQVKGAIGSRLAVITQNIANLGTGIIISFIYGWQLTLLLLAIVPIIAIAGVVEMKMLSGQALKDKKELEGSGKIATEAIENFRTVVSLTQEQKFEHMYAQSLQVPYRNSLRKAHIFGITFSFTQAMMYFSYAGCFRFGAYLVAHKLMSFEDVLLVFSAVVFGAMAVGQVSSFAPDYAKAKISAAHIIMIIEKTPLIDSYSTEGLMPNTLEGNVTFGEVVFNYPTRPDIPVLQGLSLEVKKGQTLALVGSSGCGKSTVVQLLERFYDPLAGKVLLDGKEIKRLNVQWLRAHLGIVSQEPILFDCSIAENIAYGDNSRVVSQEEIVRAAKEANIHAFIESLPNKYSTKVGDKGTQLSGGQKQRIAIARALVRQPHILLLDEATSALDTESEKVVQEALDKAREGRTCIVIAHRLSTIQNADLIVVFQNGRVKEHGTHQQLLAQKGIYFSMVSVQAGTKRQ
GSH bead fluor – compound fluoresces at 488/530 nm on GSH beads; fluorescence (KMESF) at 10 µM; AID 1776; 190,000 compounds, 0.25% hits; GSH beads flow cytometry, compound fluorescence 488/530 nm; hits give high values; in the data active means fluorescence above about 89;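 further: glutathione beads carrying GST-tagged Bcl family fusion proteins plus one bare bead set; values are compound well signal with DMSO vehicle wells as background; inactives centre near 16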
RGS8-Gao – modulates binding of RGS8 to human Galphao | P09471 | multiplexed bead flow cytometry; actives lie on both sides | response (percent of control binding), % at 10 µM | 220,000 compounds, 0.34% hits | AID 1423; in the data active means response below about 60% or above about 140%; inactive means in between;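 further: Galphao activated as the GDP aluminium fluoride complex binding bead-coupled RGS8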
Mcl-1 Bim block – disrupts Bim peptide binding to human Mcl-1; AID 1009; Bead-based flow cytometry, Bim peptide-Mcl-1 binding; Q07820; inhibition, % at 10 µM; 190,000 compounds, 0.1% hits; in the data active means inhibition above about 40%;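 further: 0% = no compound tracer wells and 100% = peptide blocker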
Mcl1 Noxa PPI – Mcl-1/Noxa interaction inhibition; Q07820; TR-FRET Mcl-1/Noxa peptide binding, 2 h; inhibition, % at 21.7 µM; 220,000 compounds, 1.5% hits;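 active means compounds that cut the protein-peptide binding signal by more than 50% relative to plate controls in a single-dose test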;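 further: His-tagged Mcl-1 with rhodamine Noxa BH3 peptide and terbium anti-His antibody; 0% = Mcl-1 plus Noxa peptide wells and 100% = peptide-only wells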
Pf gametocyte – P. falciparum stage V gametocyte viability inhibition; AID 743093; 150,000 compounds, 0.065% hits; inhibition, % at 10.9 µM; P. falciparum stage V gametocytes, ATP luminescence, 24 h;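 active means inhibition above the mean plus 3 SD of compounds within the control limits, set per campaign, cut at about 38% in these data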;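 further: 0% = DMSO wells and 100% = medium only without gametocytes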
* = called active by the depositor; ? = inconclusive; . = no result given.

SMILES	Avidin bead fluor	Mcl1-Bid inh	RGS7-Gao	ABCG2 block	RGS4-Gao reg	ABCB1 inh	GSH bead fluor	RGS8-Gao	Mcl-1 Bim block	Mcl1 Noxa PPI	Pf gametocyte
O=C(Cc1cn2ccsc2n1)Nc1cccc2cnccc12	11	-27	103	31	100	2.4	27	103	-2	12	.
COc1ccc2cc(C(c3nnnn3C3CCCC3)N3CCOCC3)c3nnnn3c2c1 (centres undefined)	12	-12	102	1	100	1.3	28	101	0	-2	-27
COC(=O)c1cccc(Nc2nc(-c3cccnc3)nc3ccccc23)c1	5	-19	?	.	96	.	.	103	.	7	18
Cc1cc(N2CCOCC2)n2ncc(-c3ccccc3)c2n1	8	9	99	6	100	0.8	16	100	-1	17	9
CCOc1ccc(S(=O)(=O)N2CCN(S(=O)(=O)c3ccc(OCC)cc3)C(C)C2)cc1 (centres undefined)	9	3	104	0	108	0.4	25	101	-17	3	0
Cc1ccc2nc(SCC(=O)N3CCCC3)[nH]c2c1	12	-42	89	2	82	0.1	8	91	1	4	.
CCOP(=O)(OCC)c1nc(-c2ccc(Cl)cc2)oc1NCc1ccccc1	13	-18	104	20	101	1.7	9	103	-8	4	.
O=C(Cn1ncc(Cl)c(Cl)c1=O)c1ccc(Cl)cc1	21	-17	102	1	101	2.3	12	103	-2	16	.
Cc1ccccc1OCCn1cnc2c(N)ncnc21	7	9	109	1	111	0.2	15	112	-4	25	.
O=C(Nc1ccc(-c2nc3cccnc3s2)cc1)C1CCCO1 (centres undefined)	5	13	106	36	103	2.4	15	95	-1	18	.
COc1ccc(S(=O)(=O)NCC(c2cccnc2)N2CCN(C)CC2)cc1C (centres undefined)	15	-16	102	-1	102	-0.2	14	103	-3	-5	.
CC(O)C(C(=O)OCc1ccc([N+](=O)[O-])cc1)N1C(=O)c2ccccc2C1=O (centres undefined)	4	-28	101	0	100	0.0	10	100	-4	7	-8
COc1ccc(NC(=O)CC(C)C)c(OC)c1	9	2	101	4	102	0.5	61	97	2	9	13
Cc1ccccc1Cn1c(CN2CCc3ccccc3C2)nc2c1c(=O)n(C)c(=O)n2C	42	7	98	18	101	4.9	25	101	-5	-1	.
CCOC(=O)C1=C(C)Nc2nc(C)nn2C1c1ccc(OCC)c(OC)c1 (centres undefined)	7	-4	97	5	99	0.2	19	93	-3	-3	.
CC(C)(C)NC(=O)C1CCN(S(=O)(=O)c2ccc(Br)cc2)CC1	12	0	98	1	100	0.3	37	101	-5	.	.
O=C(c1cc2ccccc2c(=O)o1)N1CCCCCC1	12	-6	100	-1	99	-0.8	21	98	4	-4	6
Cc1cc(C)c(NC(=S)N(CCc2ccncc2)C(C)C)c(C)c1	13	-19	106	1	101	0.4	15	100	-4	14	-8
CCCCCOP(=O)(OCCCCC)C1(NS(=O)(=O)c2ccccc2)C=CC(=O)c2ccccc21 (centres undefined)	15	-13	101	-2	105	4.4	33	102	-2	13	.
COCCOC(=O)C1=C(C)N=C2SCCC(=O)N2C1c1cccc(Br)c1 (centres undefined)	7	8	99	0	105	0.6	38	104	-1	9	5
CCCCOc1ccccc1C1C(C(=O)OC)=C(C)N(C)C(C)=C1C(=O)OC	6	-36	97	-1	93	0.0	65	99	-1	5	17
C(=C\c1nc(-c2ccccc2)no1)/c1ccccc1	21	0	97	10	101	0.7	14	101	-1	-17	-22
C[N+]1(CCN2C(=O)C3CC=C(Cl)CC3C2=O)CCOCC1 (centres undefined)	34	-7	102	26	100	0.9	26	102	-3	-14	4
CCOC(=O)c1c(NC(=O)C(=O)N/N=C/c2ccc(O)c(OC)c2)sc2c1CCCCC2	13	-21	99	-12	103	-0.8	3	103	0	17	-31
COc1ccc(N2CC(O)=C(c3n(C)c4ccccc4[n+]3C)C2=N)cc1	16	-11	97	-3	101	-0.4	34	100	-2	12	-2

Going on with the list.
SMILES	Avidin bead fluor	Mcl1-Bid inh	RGS7-Gao	ABCG2 block	RGS4-Gao reg	ABCB1 inh	GSH bead fluor	RGS8-Gao	Mcl-1 Bim block	Mcl1 Noxa PPI	Pf gametocyte
Cc1cccc(C(=O)NCC(=O)N2CC(=O)Nc3ccccc32)c1	23	-8	103	2	100	0.7	12	100	-1	-1	-18
O=C(CNC(=O)c1ccco1)OCc1c(F)cccc1Cl	13	7	100	2	97	0.7	7	100	0	-1	15
c1cn(CC2(Cn3ccnc3)COC2)cn1	15	-14	103	0	103	-0.1	23	103	-1	-23	10
COc1ccc(NC(=O)c2cc3c(Cl)nc4ccccc4c3s2)cc1OC	3	-21	99	0	96	-0.2	8	103	1	17	4
CCOc1[nH]n(-c2ccccc2)c(=O)c1C=NCC(=O)OC	16	-22	?	1	102	0.1	11	100	-2	-2	14
C=CCNC(=O)c1onc(CSc2ccc(Cl)cc2)c1C(=O)O	10	19	99	0	103	-0.1	34	102	-1	22	.
O=C(CN1CCN(S(=O)(=O)c2ccccc2)CC1)Nc1ccccc1C(=O)c1ccccc1	7	-55	101	13	98	8.4	20	100	-13	24	4
Cc1cccc(C)c1NC(=O)Cn1c(CN2CCCCC2)nc2ccccc2c1=O	6	-12	102	-3	103	0.1	19	102	-1	8	.
C=C(C)COc1ccc2c(C)c(CC(=O)OC)c(=O)oc2c1C	14	8	104	6	101	1.0	25	101	-1	6	.
COc1cccc(NC(=O)C2CC2(c2cccc(OC)c2)c2cccc(OC)c2)c1 (centres undefined)	11	-6	101	11	97	2.5	12	100	1	2	-2
CN(c1ccccc1C(=O)NC1CC2CCC1C2)S(=O)(=O)c1ccccc1 (centres undefined)	12	0	99	7	103	1.1	9	105	-2	8	-11
COc1cc(/C=N/Nc2nc(Nc3ccccc3)nc(-n3nc(C)cc3C)n2)cc(OC)c1OC	11	-15	102	-1	103	1.7	12	111	4	-47	.
Cc1ccc(/C([O-])=C(/C(=S)Nc2ccc(SC(F)F)cc2)[n+]2ccccc2)cc1[N+](=O)[O-]	9	-25	?	-7	102	-1.3	15	98	-3	40	-4
Cc1ccc2nc(NC(=O)C3=NN(c4ccccc4)C(=O)CC3)sc2c1	21	-16	97	5	96	0.8	15	97	0	-3	30
Cc1ccc(C(=O)CSc2ncnc3ccccc23)o1	9	-27	100	37	99	0.8	8	102	2	4	5
CC1CCN(Cc2cnc(Cl)s2)CC1	14	5	106	2	107	0.3	31	107	-3	-2	2
COc1ccc(C2C(C(C)=O)=C(O)C(=O)N2c2cccnc2)c(OC)c1 (centres undefined)	8	-6	105	2	100	0.5	18	100	-1	4	.
Cc1ccc(OCCCCn2c(CO)nc3ccccc32)cc1	12	6	101	9	100	0.3	10	101	0	-4	-19
COc1ccc(NC(=O)CN2CCC(C(N)=O)(N3CCCCC3)CC2)c(OC)c1	11	6	?	42	103	1.1	15	103	4	-3	.
COC(=O)CCCC1=CC2=C(c3ccccc3)C(=O)C(C)(OC(=O)C3CCCC3)C(=O)C2=CN1Cc1ccco1 (centres undefined)	7	-75	?	.	105	.	.	107	.	-11	.
O=c1c2oc3ccccc3c2ncn1Cc1ccc(F)cc1	7	-1	101	5	101	0.9	68	102	0	-2	-10
COc1ccc(NC(=O)Nc2ccccc2SC)c(OC)c1	8	-37	?	19	99	2.0	19	98	-1	4	-7
CCOc1ncccc1C(=O)OC(C)C(=O)Nc1ccc(CC)cc1 (centres undefined)	10	-28	?	3	93	-0.2	12	96	8	-2	-11
O=C(Nc1ccncc1)c1cccc(F)c1	4	2	98	7	104	0.7	31	104	-1	-24	4
Cc1cc(C)n(-c2nnc(C)n2/N=C/c2ccc(O)cc2)n1	13	-15	98	0	101	0.3	14	105	8	4	11
Cc1ccc(C(=O)N2CCC(C(N)=O)CC2)cc1C	16	-25	98	2	100	0.6	26	103	0	-1	3
CCOC(=O)N1CCC(N(CCOC)C(=O)Nc2ccc(Cl)cc2)CC1	8	-2	97	28	91	-0.9	33	93	-5	23	.
O=C(O)Cn1ncc2c1-c1ccoc1CC2	7	1	105	1	106	0.5	24	103	3	25	.
CCc1cccc(NC(=O)CN(C)S(=O)(=O)c2cccs2)c1	9	-21	101	12	98	-2.0	14	100	0	11	.

Grouped by structure: the compounds so far with an aryl methoxy group.
SMILES	Avidin bead fluor	Mcl1-Bid inh	RGS7-Gao	ABCG2 block	RGS4-Gao reg	ABCB1 inh	GSH bead fluor	RGS8-Gao	Mcl-1 Bim block	Mcl1 Noxa PPI	Pf gametocyte
COc1ccc2cc(C(c3nnnn3C3CCCC3)N3CCOCC3)c3nnnn3c2c1 (centres undefined)	12	-12	102	1	100	1.3	28	101	0	-2	-27
COc1ccc(S(=O)(=O)NCC(c2cccnc2)N2CCN(C)CC2)cc1C (centres undefined)	15	-16	102	-1	102	-0.2	14	103	-3	-5	.
COc1ccc(NC(=O)CC(C)C)c(OC)c1	9	2	101	4	102	0.5	61	97	2	9	13
CCOC(=O)C1=C(C)Nc2nc(C)nn2C1c1ccc(OCC)c(OC)c1 (centres undefined)	7	-4	97	5	99	0.2	19	93	-3	-3	.
CCOC(=O)c1c(NC(=O)C(=O)N/N=C/c2ccc(O)c(OC)c2)sc2c1CCCCC2	13	-21	99	-12	103	-0.8	3	103	0	17	-31
COc1ccc(N2CC(O)=C(c3n(C)c4ccccc4[n+]3C)C2=N)cc1	16	-11	97	-3	101	-0.4	34	100	-2	12	-2
COc1ccc(NC(=O)c2cc3c(Cl)nc4ccccc4c3s2)cc1OC	3	-21	99	0	96	-0.2	8	103	1	17	4
COc1cccc(NC(=O)C2CC2(c2cccc(OC)c2)c2cccc(OC)c2)c1 (centres undefined)	11	-6	101	11	97	2.5	12	100	1	2	-2
COc1cc(/C=N/Nc2nc(Nc3ccccc3)nc(-n3nc(C)cc3C)n2)cc(OC)c1OC	11	-15	102	-1	103	1.7	12	111	4	-47	.
COc1ccc(C2C(C(C)=O)=C(O)C(=O)N2c2cccnc2)c(OC)c1 (centres undefined)	8	-6	105	2	100	0.5	18	100	-1	4	.
COc1ccc(NC(=O)CN2CCC(C(N)=O)(N3CCCCC3)CC2)c(OC)c1	11	6	?	42	103	1.1	15	103	4	-3	.
COc1ccc(NC(=O)Nc2ccccc2SC)c(OC)c1	8	-37	?	19	99	2.0	19	98	-1	4	-7
